# High-throughput results (PubChem BioAssay)
# BAZ2B block: BAZ2B (human) inhibition; actives 4.4% (n = 360,000); Q9UIF8; Potency, µM (highest dose often 114 µM), for inactives: at the top dose activity change, negative = inhibition, hits mostly inhibitors; AlphaScreen BAZ2B-H3K14Ac peptide displacement; note: % is set by controls: 0 for no effect and ±100 for the full control effect; nearly all actives have a fitted effect of over 60% in size
#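 Inhibition is scored as reduced AlphaScreen emission. The BAZ2B/b-H3(5-23)K14Ac complex (50 nM each) in PBS pH 7.4, 0.01% Tween-20 meets compound (up to 110 uM) for 30 min at RT before bead addition.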
# GLS inh: blocks human kidney-isoform glutaminase activity | O94925 | GLS enzymatic activity, qHTS titration | Potency, µM (titrated, usually from 45.5 µM), for the others: at the top dose activity change, negative = inhibition, hits mostly inhibitors | actives 0.21% (n = 410,000); note: % is set by controls: 0 for no effect and ±100 for the full control effect
#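 Read-out is an Amplex red fluorescence increase coupled through glutamate oxidase and HRP, measured before and after 30 min room-temperature incubation. hKGA is in 45 mM KH2PO4 (pH 8.2) with 0.02% Tween-20; glutamine added as 1mM solution.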
# JMJD2A Tudor inh: JMJD2A Tudor domain (human) inhibition | O75164 | AlphaScreen JMJD2A-Tudor / H3K4me3 peptide binding | Potency, µM (doses to about 114 µM), for the others: at the top dose activity change, negative = inhibition, hits mostly inhibitors | actives 4.4% (n = 390,000) | AID 504339; note: % is set by controls: 0 for no effect and ±100 for the full control effect; nearly all actives have a fitted effect of over 50% in size
# BLM helicase inh: inhibitors of human Bloom syndrome helicase BLM. P54132. recombinant BLM DNA unwinding, fluorescence dequenching. Potency, µM (highest dose often 56.1 µM), for inactives: top-dose activity change, negative = inhibition, most hits filed as inhibitors. actives 0.2% (n = 350,000). AID 2528;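 note: plate controls were vehicle for no effect and no enzyme for full effect; nearly all actives have a fitted effect of over 35% in size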
# G9a inh: blocks human histone lysine methyltransferase G9a; actives 8.8% (n = 350,000); G9a H3K9 monomethylation, AlphaScreen, 2 h; Q96KQ7; Potency, µM (series often up to 102 µM), without a hit: at the highest dose activity, negative = inhibition, hits mostly inhibitors; note: % is set by controls: 0 for no effect and ±100 for the full control effect; nearly all actives have a fitted effect of over 75% in size
#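 Signal arises when biotinylated H3K9 peptide, once monomethylated, bridges streptavidin donor and antibody-captured acceptor beads. Enzyme at 20 nM was preincubated 15 min with test compounds; peptide 500 nM and SAM 20 uM then reacted for 2 h.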
# Pin1 inhibitor: inhibitors of human Pin1 | actives 0.009% (n = 390,000) | Potency, µM (doses to about 115 µM), without a hit: at the highest dose activity, negative = inhibition, hits mostly inhibitors | Pin1 FP peptide displacement, HiFluor488, 10 min | Q13526; active = well fitted inhibition curve with a large enough effect in the polarisation, with a control signal flat, not every such curve was filed as active; inconclusive = small, poorly fitted or top-dose-only effect, or effect the other way, or a change in a side signal; inactive = no such curve, though single readings can be large or run the other way; the % refers to the polarisation; note: % is set by controls: 0 for no effect and ±100 for the full control effect
# HP1b chromo inh: HP1-beta chromodomain-methylated histone interaction inhibition; P83916; AlphaScreen HP1-beta / biotin-H3K9me3 peptide binding; Potency, µM (highest dose often 114 µM), for inactives: top-dose activity change, negative = inhibition, usual class: inhibitors; actives 0.56% (n = 390,000); AID 540317; note: nearly all actives have a fitted effect of over 70% in size; inactives centre near 23
# Target sequence (P83916 whole entry, looked up): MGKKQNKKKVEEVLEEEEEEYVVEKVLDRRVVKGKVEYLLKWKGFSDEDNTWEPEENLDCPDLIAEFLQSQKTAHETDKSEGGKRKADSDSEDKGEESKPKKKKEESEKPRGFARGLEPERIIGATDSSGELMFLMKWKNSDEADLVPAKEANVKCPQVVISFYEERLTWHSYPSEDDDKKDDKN
#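 AlphaScreen: HP1-beta (50 nM) preformed 30 min with biotin-H3(1-18)K9me3 peptide (50 nM) in PBS pH 7.4, 0.01% Tween-20. Compound added for 30 min at RT, then streptavidin donor/nickel chelate acceptor beads (10 ug/mL) for 30 min.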
# POLI inh: inhibitors of human DNA polymerase iota. Pol iota fluorescent replication assay, 10 min. actives 1% (n = 390,000). Potency, µM (doses to about 115 µM), without a hit: at the highest dose activity, negative = inhibition, actives largely listed as inhibitors. Q9UNA4
# Target sequence (Q9UNA4 whole entry, looked up): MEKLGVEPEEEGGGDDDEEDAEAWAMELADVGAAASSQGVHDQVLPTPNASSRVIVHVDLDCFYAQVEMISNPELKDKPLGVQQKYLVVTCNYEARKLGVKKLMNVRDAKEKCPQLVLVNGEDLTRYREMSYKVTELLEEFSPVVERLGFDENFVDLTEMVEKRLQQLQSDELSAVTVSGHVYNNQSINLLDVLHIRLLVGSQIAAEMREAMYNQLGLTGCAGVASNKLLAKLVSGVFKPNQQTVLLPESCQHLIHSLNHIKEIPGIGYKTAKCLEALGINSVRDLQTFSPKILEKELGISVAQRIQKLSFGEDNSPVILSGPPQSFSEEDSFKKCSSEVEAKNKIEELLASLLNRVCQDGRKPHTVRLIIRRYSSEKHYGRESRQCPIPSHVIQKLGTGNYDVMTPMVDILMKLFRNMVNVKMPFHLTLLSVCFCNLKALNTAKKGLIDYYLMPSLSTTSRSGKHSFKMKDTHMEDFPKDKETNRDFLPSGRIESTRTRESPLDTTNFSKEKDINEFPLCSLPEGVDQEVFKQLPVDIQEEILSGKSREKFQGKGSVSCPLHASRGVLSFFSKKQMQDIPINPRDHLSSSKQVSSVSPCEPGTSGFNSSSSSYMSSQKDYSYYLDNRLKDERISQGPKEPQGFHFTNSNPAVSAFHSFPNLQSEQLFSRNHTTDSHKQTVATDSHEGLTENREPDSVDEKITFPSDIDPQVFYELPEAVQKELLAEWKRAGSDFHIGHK
#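 Pol iota at 10 nM preincubated 15 min with compounds at room temperature; reaction started with fluorescent substrate, 50 nM final. Fluorescence read kinetically at 0 and 10 min; buffer-only wells as negative control.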
# Tb PGK inh: inhibitors of T. brucei phosphoglycerate kinase | P07378 | PGK/GAPDH coupled, Kinase-Glo luminescence, 60 min | Potency, µM (titrated, usually from 57.5 µM), for the others: at the top dose activity change, negative = inhibition, most hits filed as inhibitors | actives 0.043% (n = 380,000) | AID 602233; note: % is set by controls: 0 for no effect and ±100 for the full control effect; nearly all actives have a fitted effect of over 60% in size
#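 Luminescent ATP detection (Kinase-Glo Plus) follows a 60-minute room-temperature incubation, with wells lacking PGK as controls. Buffer: 100 mM TEA (pH 7.6), 5 mM MgCl2, 0.01% Tween-20. Coupling enzyme GAPDH (100 nM final) supplies unstable 1,3-BPG in-well.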
# The depositor's hits bear a star; i = inactive; ? = inconclusive; . = no result given; & = joins results of further samples; [ ] = another dose, or the depositor's remark. Unless noted, calls come from the whole dose curve; as a rule, active = well fitted curve in the direction sought with a large enough effect; inconclusive = small, poorly fitted or top-dose-only effect, or another doubt; inactive = no such curve, though single readings can be large; an effect the other way counts as inactive or inconclusive. Potency is the fitted concentration of half-maximal effect. A portion of the library (hit frequency here may not be typical).
1. CCN(CC)c1ccc2cc(-c3nc4sc5c(c4c(=O)[nH]3)CCC(C(C)(C)C)C5)c(=O)oc2c1 (centres undefined)
2. COc1ccccc1CC(=O)Nc1cccc2ccccc12
3. O=C(NC(=S)N1CCCC1)c1ccccc1F
4. Cc1nc(S/C(=C/c2ccc(-c3cccc(Cl)c3)o2)C(=O)O)n[nH]1
5. Cc1ccc(C(=O)NC(=S)Nc2c(C)ccc3nsnc23)cc1
6. COc1ccc(OC)c(/C=N/NC2=NS(=O)(=O)c3ccccc32)c1
Screen / compound no.	1	2	3	4	5	6
BAZ2B block	-12%	3%	4%	8%	-38%	13%
GLS inh	-11%	-7%	19%	23%	0%	2%
JMJD2A Tudor inh	-13%	6%	-23%	-17%	-26%	-11%
BLM helicase inh	-11%	-1%	.	-6%	-27%	1%
G9a inh	-25%[59 µM]	-13%	-23%[12.7 µM]	21%[59 µM]	11µM*	36%[activator]
Pin1 inhibitor	?	-5%	-7%	?	-7%	-2%
HP1b chromo inh	-8%	47%[activator]	-9%	19%	3%	35%
POLI inh	?	63%[activator]	7%	16%	17%	20%
Tb PGK inh	i	7%	-6%	-3%	i	i

7. COc1ccccc1C(=O)N/C(=C\c1cn(C)c2ccccc12)C(=O)NCCCn1ccnc1
8. O=C(O)c1sccc1NC(=O)c1c(Cl)cccc1Cl
9. CN(C)S(=O)(=O)c1cccc(NC(=S)N/N=C/c2cccc(O)c2)c1
10. O=C(O)Cn1cc2c(n1)CCCCC2
11. CC(C(=O)NC1CCCC1)N(Cc1ccc2c(c1)OCO2)C(=O)c1snc(C(N)=O)c1N (centres undefined)
12. O=C(O)C1CC=CCC1C(=O)c1ccccc1 (centres undefined)
Screen / compound no.	7	8	9	10	11	12
BAZ2B block	?	2%	0%	-2%	12%	-2%
GLS inh	-3%	9%	8%	3%	-10%	-2%
JMJD2A Tudor inh	?	-16%	-4%	-5%	-20%	-8%
BLM helicase inh	1%	-2%	-3%	1%	-3%	4%
G9a inh	2%	-2%	0%	-10%[2.33 µM]	-28%	22%[12.7 µM]
Pin1 inhibitor	0%	-10%	9%	6%	1%	3%
HP1b chromo inh	16%	-3%	19%	13%	16%	57%[activator]
POLI inh	39%[activator]	?	27%	-5%	24%	4%
Tb PGK inh	1%	-10%	8%	-2%	-12%	-1%

13. Cc1cc(NC(=O)C2CC2)n(-c2nc3ccccc3s2)n1
14. CC(=O)Nc1ccc(-c2csc(NC(=O)CN3C(=O)NC4(CCCC4)C3=O)n2)cc1
15. Oc1ccc(C[C@H]2CNC(=S)N2CCc2cc(C(F)(F)F)cc(C(F)(F)F)c2)cc1
16. O=C(C1CCN(c2ncnc3c2nc2n3CCCCC2)CC1)N1CCN(c2cccc(Cl)c2)CC1
17. COc1ccc(CN2CCC(Oc3ccc(C(=O)N4CCCCC4)cc3)CC2)cc1C
18. Cc1nn(C)c(NC(=O)c2ccccc2Cl)c1Br
Screen / compound no.	13	14	15	16	17	18
BAZ2B block	-6%	-1%	-20%	32µM*	-18%	0%
GLS inh	-4%	3%	0%	17%&-1%	15%	0%
JMJD2A Tudor inh	-1%	1%	-31%	?	-26%	10%
BLM helicase inh	2%	.	-17%	-8%&-6%	-3%	-2%
G9a inh	?	?	11%[59 µM]	11%	.	-10%
Pin1 inhibitor	11%	11%	1%	-5%&1%	0%	8%
HP1b chromo inh	19%	12%	50%[activator]	38%&-17%	15%	28%
POLI inh	63%[activator]	12%	3%	-7%&-11%	14%	24%
Tb PGK inh	4%	i	2%	3%&0%	14%	-2%

19. C=CCn1c(=S)sc2c(=O)[nH]c(C)nc21
20. Cc1ccc(C)c(N2CCN(CCCc3ccccc3)CC2)c1
21. CC1(C)C2CCC1(CS(=O)(=O)NCc1ccc(C(=O)O)cc1)C(=O)C2 (centres undefined)
22. CCCCc1n[nH]c2c1C(=O)CC(C)(C)C2
23. Cc1ccc(NC(=O)N2CCN(S(=O)(=O)c3ccccc3)CC2)cc1
24. C#CCOCCOCCOCCNc1nc(N2CCN(C(=O)[C@H](CCCN=C(N)N)n3cc(C(N)[C@@H](C)CC)nn3)CC2)nc(N2CCN(C(=O)[C@H](CCC(=O)O)n3cc([C@@H](N)CC(N)=O)nn3)CC2)n1 (some centres undefined)
Screen / compound no.	19	20	21	22	23	24
BAZ2B block	3%	-5%	6%	2%	-1%	.
GLS inh	-4%	3%	6%	3%	-3%	4%
JMJD2A Tudor inh	-6%	-13%	-10%	-20%	-11%[11.4 µM]	50µM*
BLM helicase inh	-6%	-3%	-2%	1%	-2%	.
G9a inh	0%	-14%	?	0%	9%	.
Pin1 inhibitor	-4%	-5%	3%	0%	-2%	-8%
HP1b chromo inh	42%[activator]	49%[activator]	18%	18%	32%	14%
POLI inh	0%	?	-9%	15%	?	?
Tb PGK inh	i	-3%	-8%	-3%	-5%	1%

# Looked up by compound from the entries so far (5):
21. CC1(C)C2CCC1(CS(=O)(=O)NCc1ccc(C(=O)O)cc1)C(=O)C2 (centres undefined)
23. Cc1ccc(NC(=O)N2CCN(S(=O)(=O)c3ccccc3)CC2)cc1
20. Cc1ccc(C)c(N2CCN(CCCc3ccccc3)CC2)c1
22. CCCCc1n[nH]c2c1C(=O)CC(C)(C)C2
19. C=CCn1c(=S)sc2c(=O)[nH]c(C)nc21
Screen / compound no.	21	23	20	22	19
BAZ2B block	6%	-1%	-5%	2%	3%
GLS inh	6%	-3%	3%	3%	-4%
JMJD2A Tudor inh	-10%	-11%[11.4 µM]	-13%	-20%	-6%
BLM helicase inh	-2%	-2%	-3%	1%	-6%
G9a inh	?	9%	-14%	0%	0%
Pin1 inhibitor	3%	-2%	-5%	0%	-4%
HP1b chromo inh	18%	32%	49%[activator]	18%	42%[activator]
POLI inh	-9%	?	?	15%	0%
Tb PGK inh	-8%	-5%	-3%	-3%	i

# The listing continues.
25. COCCn1c(=S)[nH]c2cc(C(=O)N3CCN(Cc4ccc5c(c4)OCO5)CC3)ccc2c1=O
26. Cc1ccc(C2=C(O)c3ccccc3C(=O)C2=O)cc1
27. CCN1C[C@@H]2[C@@H]3C(=O)N(Cc4ccccc4)C(=O)[C@@H]3[C@](CC)(C1=O)N2C(=O)c1ccccc1
28. Fc1ccc(-c2nc3c4c(-c5ccccc5)c(-c5ccccc5)oc4ncn3n2)cc1
29. COC(=O)CN1C(=O)[C@H]2[C@@H](C3CC3)N3C(=O)CN(CCO)C(=O)[C@@]3(Cc3ccccc3)[C@H]2C1=O
30. COc1ccc2oc(C(=O)OCC(=O)N(CC(C)C)c3c(N)n(Cc4ccccc4)c(=O)[nH]c3=O)c(C)c2c1
Screen / compound no.	25	26	27	28	29	30
BAZ2B block	-1%	?	.	-23%	-8%[57.1 µM]	7%
GLS inh	3%	-2%	2%	-13%	-5%	-6%
JMJD2A Tudor inh	?	-5%	-16%	-1%	6%	-5%
BLM helicase inh	3%	0%	.	-6%	0%	.
G9a inh	0%[59 µM]	.	.	-22%[59 µM]	.	40µM*
Pin1 inhibitor	4%	3%	-15%	0%	-1%	?
HP1b chromo inh	14%	-5%	24%	16%	49%[activator]	17%
POLI inh	8%	-9%	5%	?	33%[activator]	9%
Tb PGK inh	-11%	-10%	-1%	-1%	-2%	-3%

31. COC(=O)CN1C(=O)C(O)=C(C(C)=O)C1c1ccc([N+](=O)[O-])cc1 (centres undefined)
32. COc1ccc(CCNC(=O)N2CCOCC2)cc1
33. N#CCOC(=O)/C=C/c1ccc2c(c1)OCO2
34. COc1ccccc1C1(CCN=Cc2ccc(N(C)C)cc2)CCOC(C)(C)C1 (centres undefined)
35. CC(Sc1nnc(COc2ccccc2)n1Cc1ccccc1)C(=O)O (centres undefined)
36. CN(C)CCNC(=O)CCCNC(=O)Cn1cnc2sc3c(c2c1=O)CCCC3
Screen / compound no.	31	32	33	34	35	36
BAZ2B block	-1%	24%	1%	-4%	3%	5%
GLS inh	6%	10%	0%	0%	10%	-9%
JMJD2A Tudor inh	32µM*	-18%	-6%	-15%	-12%	-11%
BLM helicase inh	-4%	-2%	-2%	-2%	-3%	0%
G9a inh	?	?	-19%	23%	.	-8%[59 µM]
Pin1 inhibitor	-5%	-1%	6%	1%	-2%	2%
HP1b chromo inh	9%	36%	17%	-3%	35%	1%
POLI inh	-2%	0%	6%	-22%	5%	28%
Tb PGK inh	i	-5%	-9%	4%	-1%	-4%

37. Fc1ccc2c(c1)NC(c1ccncc1)=NC(c1cccs1)=N2
38. CCC(=O)Nc1cccc(SC)c1
39. N/C(=N\OC(=O)Cc1cccs1)c1cccc([N+](=O)[O-])c1
40. COc1cccc(Nc2ncnc3onc(-c4ccccc4OC)c23)c1
41. O=C(Cc1cccs1)NC1CC(=O)N(c2cccc(F)c2)C1 (centres undefined)
42. COc1ccc(OC)c(-n2c(-c3cc(-c4ccco4)[nH]n3)n[nH]c2=S)c1
Screen / compound no.	37	38	39	40	41	42
BAZ2B block	-36%	-7%	-11%	5%	0%	-2%
GLS inh	13%	2%	2%	6%	3%	?
JMJD2A Tudor inh	?	-10%	-16%	-14%	-3%	?
BLM helicase inh	-1%	-2%	-6%	-4%	1%	-9%
G9a inh	-28%[59 µM]	12%[59 µM]	-1%[59 µM]	.	5%[59 µM]	0%
Pin1 inhibitor	-1%	-1%	0%	-1%	-3%	2%
HP1b chromo inh	4%	17%	16%	23%	25%	-6%
POLI inh	25%	18%	143%[activator]	23%	39%[activator]	216%[activator]
Tb PGK inh	.	i	2%	0%	-4%	i
